mIAP inh – inhibitors of mouse IAP, primary screen, biochemical, luminescence, uHTS; intestinal alkaline phosphatase [Mus musculus]; purified mouse IAP, CDP-Star luminescence, 30 min; inhibition, % at 10 µM; hit rate 0.2% among 330,000;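 active = inhibition of at least 40% at 10 µM in the primary screen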;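 note: plate controls were DMSO with enzyme for no effect and no enzyme wells for full effect; values of inactives mirror those of a sister screen read the other way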
tim10-1 inh – growth inhibitors of tim10-1 mutant yeast, primary screen, luminescence, uHTS; S. cerevisiae tim10-1 ts strain growth, BacTiter-Glo, 24 h; inhibition, % at 20 µM; hit rate 2.2% among 330,000;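 active = inhibition of at least 40%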;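 note: mutant grown at 25 °C; 0% = DMSO wells with yeast and 100% = wells holding no yeast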
hIAP act – human IAP activators, primary screen, biochemical, luminescence, uHTS; purified human IAP, CDP-Star luminescence, 30 min; hits give high values; 1 = vehicle-only enzyme, 0 = enzyme-free background; activation factor at 10 µM; hit rate 0.16% among 330,000;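 active = activation factor of the enzyme at least 2-fold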; note: the source names both 10 and 20 µM as test concentration; values of inactives mirror those of a sister screen read the other way
Target sequence (P09923 whole entry, looked up): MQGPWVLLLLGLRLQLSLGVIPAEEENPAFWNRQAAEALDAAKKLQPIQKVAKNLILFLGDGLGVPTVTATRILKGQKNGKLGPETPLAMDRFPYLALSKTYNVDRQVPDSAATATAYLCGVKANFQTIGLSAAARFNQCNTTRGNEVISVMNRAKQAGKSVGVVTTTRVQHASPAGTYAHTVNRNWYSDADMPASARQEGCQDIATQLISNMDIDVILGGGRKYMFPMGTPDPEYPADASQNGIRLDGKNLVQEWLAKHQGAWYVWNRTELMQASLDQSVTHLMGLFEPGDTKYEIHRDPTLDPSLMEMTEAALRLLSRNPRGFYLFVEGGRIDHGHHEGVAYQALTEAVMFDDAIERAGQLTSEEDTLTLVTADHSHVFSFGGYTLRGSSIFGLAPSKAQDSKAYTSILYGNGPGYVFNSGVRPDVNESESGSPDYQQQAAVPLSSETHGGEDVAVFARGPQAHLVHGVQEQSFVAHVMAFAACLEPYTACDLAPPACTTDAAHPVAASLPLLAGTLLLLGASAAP
hIAP inh – human IAP inhibitors, primary screen, biochemical, luminescence, uHTS; Intestinal-type alkaline phosphatase (Homo sapiens), P09923; purified IAP, CDP-Star luminescence, 30 min; inhibition, % at 10 µM; hit rate 0.12% among 330,000;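 active = inhibition reaching a set limit with compound at 10 µM in the primary screen, cut at about 35% in these data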;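 note: plate controls were DMSO wells with enzyme for no effect and no-enzyme buffer wells for full effect; values of inactives mirror those of a sister screen read the other way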
TIM10 inh – growth inhibitors of isogenic TIM10 control yeast, primary screen, counter-screen for tim10-1 yeast inhibitor project, luminescence, uHTS; S. cerevisiae TIM10 strain growth, BacTiter-Glo luminescence, 24 h; inhibition, % at 10 µM; hit rate 1.4% among 330,000;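 active = inhibition of 40% or more at the single tested concentration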;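 note: wild-type TIM10 isogenic control strain grown at permissive 25 °C; 0% = DMSO yeast wells and 100% = minimal medium wells without yeast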
NALP3 yeast inh – NALP3 inflammasome inhibitors in reconstituted yeast, primary screen, luminescence, uHTS | Yeast reconstituted NLRP3/ASC/caspase-1, beta-gal luminescence, 24 h | inhibition, % at 10 µM | hit rate 0.39% among 330,000 | AID 2825, 2010;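 active = inhibition of 50% or more; inactive = inhibition below 50%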;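 note: plate controls were induced DMSO wells for no effect and uninduced yeast grown without galactose for full effect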
ATG4B inhibitor – ATG4B protease inhibitors, primary screen, biochemical, fluorescence, uHTS; Cysteine protease ATG4B (Homo sapiens), Q9Y4P1; ATG4B cleavage of LC3-PLA2, NBD-HPC fluorescence, 1 h; inhibition, % at 8.33 µM; hit rate 0.51% among 340,000; in the data active = inhibition above about 40%
Target sequence (Q9Y4P1 whole entry, looked up): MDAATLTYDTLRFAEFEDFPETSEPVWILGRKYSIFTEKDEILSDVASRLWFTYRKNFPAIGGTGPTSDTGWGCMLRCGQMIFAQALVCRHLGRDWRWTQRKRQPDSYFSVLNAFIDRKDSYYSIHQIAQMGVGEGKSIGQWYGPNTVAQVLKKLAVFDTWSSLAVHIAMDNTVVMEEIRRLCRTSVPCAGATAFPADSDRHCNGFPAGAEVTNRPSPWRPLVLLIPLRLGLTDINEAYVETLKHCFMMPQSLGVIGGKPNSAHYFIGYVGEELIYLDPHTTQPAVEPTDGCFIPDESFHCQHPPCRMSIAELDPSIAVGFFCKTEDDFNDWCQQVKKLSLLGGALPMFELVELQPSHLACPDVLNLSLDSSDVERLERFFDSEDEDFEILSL
Apaf-1 inh – inhibitors of human Apaf-1 apoptosome, primary screen, biochemical, DEVD-Rh110 fluorescence, uHTS; reconstituted apoptosome caspase-3 activity; inhibition, % at 20 µM; hit rate 0.71% among 330,000; active = inhibition of at least 40% at 20 µM;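 note: plate controls were DMSO wells for no effect and DEVD-CHO caspase inhibitor wells for full effect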
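Material: reconstituted apoptosome with Apaf-1, cytochrome c, caspase-9, procaspase-3, dATP; medium: pH 7.5 Hepes buffer with CHAPS, BSA, DTT; also added: cytochrome c and DEVD-Rh110 substrate; timing: 30 min plus 50 min, RT; signal: Rh110 fluorescence intensity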
mIAP act – activators of mouse IAP, primary screen, biochemical, luminescence, uHTS; muIAP, CDP-Star luminescence, 30 min; hits give high values; 1 = vehicle-only enzyme signal, 0 = enzyme-free wells; intestinal alkaline phosphatase [Mus musculus]; activation factor at 10 µM; hit rate 0.24% among 330,000;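 active = activation factor of at least 2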; note: the source names both 10 and 20 µM as test concentration; values of inactives mirror those of a sister screen read the other way
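also added = chemiluminescent substrate CDP-Star | test system = mouse IAP enzyme | signal = chemiluminescence readout | compound = DMSO-dissolved test compounds | incubation = 30 min at room temperature | benchmarks = DMSO wells, no-enzyme wells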
* = called active by the depositor. An unsorted share of the library, and some 4.5% of all compounds hit somewhere here.

Values run as follows: mIAP inh	tim10-1 inh	hIAP act	hIAP inh	TIM10 inh	NALP3 yeast inh	ATG4B inhibitor	Apaf-1 inh	mIAP act
(1) CCC(C(=O)Nc1cccnc1Cl)c1ccccc1 (centres undefined)
    9	14	0.94	6	2	10	2	-1	0.91
(2) O=S(=O)(NCc1ccccc1)NCc1ccc(Cl)cc1Cl
    -9	2	0.91	9	-40	9	-10	12	1.1
(3) COc1ccccc1NC(=O)Nc1nc(CC(=O)N2CCN(c3ccc(F)cc3)CC2)cs1
    -1	19	0.94	6	8	29	-13	2	1
(4) Cn1cnnc1SCC(=O)N1N=C(c2ccc(Cl)cc2)CC1c1ccco1 (centres undefined)
    -3	8	1.1	-5	11	17	-11	-5	1
(5) O=C(COC(=O)CCS(=O)(=O)c1ccc(Cl)cc1)NC1CCCCC1
    5	24	0.99	1	8	-4	-12	-5	0.95
(6) NC(=O)c1c(NC(=O)c2ccccc2)sc2c1CCC2
    0	-37	0.88	12	5	46	-5	3	1
(7) CC(Oc1cccc(Cl)c1)C(=O)Nc1ccc(S(=O)(=O)NC2=NCCCCC2)cc1 (centres undefined)
    -12	4	1	-1	-3	4	-5	17	1.1
(8) CCOC(=O)Cc1c(C)nc2c(-c3cccc(Br)c3)cnn2c1C
    1	21	0.99	1	9	17	4	15	0.99
(9) CCCc1nc2c(o1)CC(CC(C)SCC)CC2=O (centres undefined)
    -4	20	0.83	17	17	-62	2	-8	1
(10) COc1ccc(N(CC(=O)N2CCN(Cc3ccc4c(c3)OCO4)CC2)S(C)(=O)=O)cc1OC
    3	7	1.2	-21	-23	7	-7	8	0.97
(11) O=C(Nc1ccncc1)c1ccc(Cl)c(S(=O)(=O)N2CCc3ccccc32)c1
    1	-21	1	-2	-9	7	-17	29	0.99
(12) COc1ccc(C(=O)Nc2nnc(S(=O)(=O)N3CCC(C)CC3)s2)cc1OC
    -1	-19	1.1	-12	6	14	-2	6	1
(13) COc1ccc(CNc2oc(C)nc2C#N)cc1
    -7	13	0.92	8	-9	17	9	-1	1.1
(14) CCc1cc(=O)oc2c(C)c(OC(C)C(=O)NCCCN3CCOCC3)ccc12 (centres undefined)
    -4	-19	0.87	13	-10	4	23	-1	1
(15) Cc1cc(=O)n2nc(N3CCC(C(=O)NCc4ccccc4)CC3)sc2n1
    2	-2	1.1	-13	4	1	-4	3	0.98
(16) COc1ccc(CNC(=O)COC(=O)CCC(=O)c2cccs2)cc1
    -3	3	1.1	-7	-3	-2	-2	-16	1
(17) CC(Sc1nnc(-c2ccccc2F)n1C1CC1)C(N)=O (centres undefined)
    0	-7	0.97	3	4	-2	-9	-3	1
(18) O=C(NCC(=O)N1CCN(S(=O)(=O)c2ccccc2F)CC1)c1ccc2c(c1)OCO2
    2	11	1.2	-23	-1	11	-5	13	0.98
(19) Cc1ccc(NC(=O)C=NOCC(=O)Nc2cc(C)cc(C)c2)cc1
    -5	-15	0.96	4	-7	21	-2	1	1
(20) N#Cc1ccccc1NC(=S)Nc1ccc(F)cc1
    2	3	1	-1	7	-14	1	-4	0.98
(21) Cn1ncc([N+](=O)[O-])c1C(=O)Nc1ccc(Cl)cc1
    5	19	1.1	-9	14	-7	-4	4	0.95
(22) CCOC(=O)CSc1nc2cccnc2n1-c1ccc(F)cc1
    4	26	0.93	8	-13	13	-11	3	0.96
(23) C(=N\N1CCN(Cc2cccc3ccccc23)CC1)/c1cccnc1
    -4	11	1.1	-7	3	31	8	0	1
(24) Cc1oc(-c2ccccc2Cl)nc1CSCC(=O)O
    -7	-3	1	0	6	16	5	-2	1.1
(25) CCOC(=O)c1ncn2c1CN(C)C(=O)c1cc(F)ccc1-2
    6	-13	1.1	-7	4	13	6	0	0.94
(26) CN(C(=O)CN1C(=O)NC(C)(CCc2ccccc2)C1=O)c1ccccc1 (centres undefined)
    -4	-9	0.99	0	-5	5	-1	16	1
(27) O=C(COc1ccccc1)OCC(=O)N1CCCc2ccccc21
    2	19	0.96	4	13	7	-8	2	0.98
(28) Cc1ccc(NC(=O)COC(=O)CCc2ccccc2)c(Cl)c1
    -1	7	1.2	-16	6	5	1	14	1
(29) CCOc1ccccc1C(=O)NCC(=O)OCC(=O)N1CCCC1
    1	-8	1	-1	-15	-8	-11	1	0.99
(30) COc1ccc(S(=O)(=O)N2CCNC(=O)C2)cc1Br
    -2	8	1.1	-9	3	10	0	-11	1

2 entries from above in a different format.
23	C(=N\N1CCN(Cc2cccc3ccccc23)CC1)/c1cccnc1
  mIAP inh: -4	tim10-1 inh: 11	hIAP act: 1.1	hIAP inh: -7	TIM10 inh: 3	NALP3 yeast inh: 31	ATG4B inhibitor: 8	Apaf-1 inh: 0	mIAP act: 1
30	COc1ccc(S(=O)(=O)N2CCNC(=O)C2)cc1Br
  mIAP inh: -2	tim10-1 inh: 8	hIAP act: 1.1	hIAP inh: -9	TIM10 inh: 3	NALP3 yeast inh: 10	ATG4B inhibitor: 0	Apaf-1 inh: -11	mIAP act: 1

Next section
Values run as follows: mIAP inh	tim10-1 inh	hIAP act	hIAP inh	TIM10 inh	NALP3 yeast inh	ATG4B inhibitor	Apaf-1 inh	mIAP act
(31) CC(C)(C)c1ccc(C(=O)N/N=C/c2ccccn2)cc1
    -4	-42	1.3	-27	15	15	1	9	1
(32) Cc1cccc(Cn2cnc3c(nnn3Cc3ccccc3F)c2=O)c1
    9	34	1.2	-16	-7	18	5	5	0.91
(33) CCc1cccc(OCC(=O)Nc2cc(Cl)ccc2-n2cncn2)c1
    -7	20	0.94	6	20	25	-1	2	1.1
(34) COc1ccc(C(=O)NC(=S)NNC(=O)c2ccc(NC(C)=O)cc2)cc1Br
    17	4	2.1*	-110	25	3	-6	6	0.83
(35) CC1(C)CC(NCCC(c2ccccc2)c2ccco2)CCO1 (centres undefined)
    13	-3	0.97	3	-18	-20	-1	-24	0.87
(36) CCOC(=O)Cc1nnc(NC(=O)CC)s1
    8	-3	0.81	19	3	-4	-6	1	0.92
(37) CCCCN(C(=O)c1cnc(C)cn1)c1c(N)n(CCC)c(=O)[nH]c1=O
    -1	1	1	-1	8	2	-2	-8	1
(38) CCOC(=O)C1=C(c2ccccc2)O/C(=C(/C(=O)OC)C(F)(F)F)S1
    12	2	0.73	27	8	8	-4	-1	0.88
(39) Cc1cccc(-c2nc(C#N)c(N3CCC(C)CC3)o2)c1
    1	-4	1	-2	-12	-8	12	-1	0.99
(40) CC(=O)NCCC(=O)NCC1(N(C)Cc2ccccc2)Cc2ccccc2C1
    -3	-8	1.2	-16	-5	23	11	-10	1
(41) CC(C)(C)n1ncc2c(=O)n(Cc3c(Cl)cccc3Br)cnc21
    5	2	0.87	13	6	5	3	16	0.95
(42) CN(c1ccc(C(=O)Nc2ccc3c(c2)n(C)c(=O)n3C)cc1)S(C)(=O)=O
    4	11	1.2	-18	2	9	-9	8	0.96
(43) CN(C)CCN(C(=O)c1ccc2ccccc2c1)c1nc2ccc(F)cc2s1
    5	28	0.93	7	9	1	-4	12	0.95
(44) O=C(Nc1nc(NC(=O)c2ccco2)n(-c2ccccc2)n1)c1ccccc1
    11	-10	1.1	-14	-14	7	3	-7	0.89
(45) C=CCn1c(=O)c2ccccc2n2c(SCC(=O)N(C)C)nnc12
    -7	6	0.87	13	-5	14	5	-1	1.1
(46) COc1cc(C(=S)N2CCN(C)CC2)ccc1OCC(=O)NCc1ccccc1
    5	12	1	-4	5	-2	-2	8	0.95
(47) COc1ccc2c(COC(=O)c3cccc(S(=O)(=O)NCC(C)C)c3)cc(=O)oc2c1
    5	31	1	-1	-7	5	-9	8	0.95
(48) N/C(=N\c1nc2ccccc2o1)NC(=O)c1ccc(F)cc1
    -20	5	1	-1	-13	11	0	0	1.2
(49) O=C(Nc1ccccc1Oc1cccnc1)C1CCCN(C/C=C/c2ccccc2)C1 (centres undefined)
    -4	21	1.2	-21	18	-6	10	18	1
(50) O=C(O)c1cccc(S(=O)(=O)Nc2cccc(S(=O)(=O)N3CCCC3)c2)c1
    9	1	0.99	1	-9	-9	-1	-13	0.91
(51) O=S(=O)(NCCc1ccccc1)c1ccc(-n2cnnn2)cc1
    3	-13	0.99	1	7	7	-4	2	0.97
(52) O=C(c1ccc(Cl)c(S(=O)(=O)N2CCCCC2)c1)N1CCCC1
    -7	21	0.9	10	7	22	2	8	1.1
(53) CCn1c2ccccc2c2nnc(SCc3ccccc3)nc21
    14	44*	1	-3	9	18	-2	28	0.86
(54) O=C(NC1CCN(S(=O)(=O)c2ccc(F)cc2)CC1)c1cccnc1
    -11	7	1.1	-5	-10	15	-4	4	1.1
(55) COc1cccc(CN2CCCC(C(=O)c3ccc4c(c3)OCO4)C2)c1O (centres undefined)
    5	16	0.96	4	5	18	2	-8	0.95
(56) CCOC(=O)N1CCN(S(=O)(=O)N(C)C)CC1
    1	6	1.6	-64	-6	8	-3	-4	0.99
(57) CN(CCCNC(=O)c1cc2c(=O)[nH]c3ccccc3c2n1C)Cc1ccccc1
    -8	-1	1.2	-18	-9	20	-5	13	1.1
(58) COc1ccc(C(C)=O)cc1CSc1ccc2c(c1)OCCO2
    -2	23	0.77	23	-17	38	-2	14	1
(59) C/C(=N\NC(=O)CSc1nc2ccccc2c(=O)n1-c1ccccc1C)c1cccs1
    0	1	0.99	1	10	6	8	19	0.99
(60) Cc1ccc(C)c(OCC(=O)Nc2nc3ccc([N+](=O)[O-])cc3s2)c1
    -4	17	0.99	1	7	11	-5	-1	1

Of the compounds above, 11 have an aryl methoxy group:
Values run as follows: mIAP inh	tim10-1 inh	hIAP act	hIAP inh	TIM10 inh	NALP3 yeast inh	ATG4B inhibitor	Apaf-1 inh	mIAP act
(3) COc1ccccc1NC(=O)Nc1nc(CC(=O)N2CCN(c3ccc(F)cc3)CC2)cs1
    -1	19	0.94	6	8	29	-13	2	1
(10) COc1ccc(N(CC(=O)N2CCN(Cc3ccc4c(c3)OCO4)CC2)S(C)(=O)=O)cc1OC
    3	7	1.2	-21	-23	7	-7	8	0.97
(12) COc1ccc(C(=O)Nc2nnc(S(=O)(=O)N3CCC(C)CC3)s2)cc1OC
    -1	-19	1.1	-12	6	14	-2	6	1
(13) COc1ccc(CNc2oc(C)nc2C#N)cc1
    -7	13	0.92	8	-9	17	9	-1	1.1
(16) COc1ccc(CNC(=O)COC(=O)CCC(=O)c2cccs2)cc1
    -3	3	1.1	-7	-3	-2	-2	-16	1
(30) COc1ccc(S(=O)(=O)N2CCNC(=O)C2)cc1Br
    -2	8	1.1	-9	3	10	0	-11	1
(34) COc1ccc(C(=O)NC(=S)NNC(=O)c2ccc(NC(C)=O)cc2)cc1Br
    17	4	2.1*	-110	25	3	-6	6	0.83
(46) COc1cc(C(=S)N2CCN(C)CC2)ccc1OCC(=O)NCc1ccccc1
    5	12	1	-4	5	-2	-2	8	0.95
(47) COc1ccc2c(COC(=O)c3cccc(S(=O)(=O)NCC(C)C)c3)cc(=O)oc2c1
    5	31	1	-1	-7	5	-9	8	0.95
(55) COc1cccc(CN2CCCC(C(=O)c3ccc4c(c3)OCO4)C2)c1O (centres undefined)
    5	16	0.96	4	5	18	2	-8	0.95
(58) COc1ccc(C(C)=O)cc1CSc1ccc2c(c1)OCCO2
    -2	23	0.77	23	-17	38	-2	14	1

Screening results (PubChem)
